# Yfh1-depleted yeast – enhancers of respiration in Yfh1-depleted yeast, dose response, Friedreich's ataxia, plus single-dose screen (AID 1465) | one-dose fold induction at 50 µM; EC50 in µM for titrated hits | 220,000 tested, 0.074% active | S. cerevisiae Yfh1-off respiration, WST-1 reduction, 72 h; higher fold induction means a stronger effect;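 active = fold induction of absorbance versus untreated yeast above a set limit, then at least 30% activation at any dose in follow-up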;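 note: activators that raise dye reduction in frataxin-depleted yeast; strong numbers were not always called active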
# Autophagy mod – autophagy modulation, high-content screen | MEF GFP-LC3 puncta imaging; test concentration mostly 10 µM | calls only at 10 µM (by protocol) | 190,000 tested, 0.98% active | AID 463193;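 active = percentage of spot-positive cells more than 3 SD above its plate mean, without a fluorescence outlier flag or 80% toxicity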;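 note: spot-positive cell cutoff set from DMSO-treated cells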
# WT yeast gro inh – growth inhibition of WT yeast, mitochondrial fusion screen. mitochondrial fusion phenotypic screen, WT strain. inhibition, % at 10 µM. AID 1362. 190,000 tested, 2.1% active; in the data active = inhibition above about 58%; tested in S. cerevisiae
# P. falciparum M17LAP – P. falciparum M17LAP inhibitors, primary screen, biochemical, fluorogenic H-Leu-NHMec substrate, 1536-well (AID 1619). 220,000 tested, 0.38% active. recombinant M17LAP, H-Leu-NHMec fluorogenic kinetic assay; higher % means a stronger effect. inhibition, % at 30 µM; hits with a dose series show IC50 in µM;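 active = compound inhibiting the enzyme by more than half at any dose during confirmatory dose-response retesting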;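 note: plate controls were full reaction with DMSO carrier for no effect and no enzyme background for full effect; strong numbers were not always called active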
# MT stabilize HCS – microtubule stabilizers in HeLa cells; HeLa tubulin immunostaining HCS, 24 h; share of cells brighter than vehicle mean+2SD; % tubulin-high responders, % at 10 µM; 200,000 tested, 0.83% active; AID 2205;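 active = plate Z-score above 3 for both tubulin-high and condensed-nucleus cell shares, with cell loss under 80%, at 10 µM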;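 note: anti alpha tubulin signal scored within the nucleus-defined area of each cell; some results filed as inactive read as strong as hits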
# T cell HTS – modulates CD8 T cell binding to vesicles; calls only at 7 µM; 2C CD8+ T cell-vesicle binding, flow cytometry; hits give low values; 330,000 tested, 0.068% active;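 active = response, share of CD8 T cells binding vesicles, and their 90th percentile fluorescence all below set limits, cut at about 80% in these data, passing the limit was not always enough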
#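 material = purified 2C TCR transgenic mouse naive CD8+ T cells | controls = Unloaded micro-vesicles (low), QL9 vesicles with 0.7% DMSO (high) | detection = cytometric PE anti-B7-1 and Alexa647 anti-CD8 signals after 1% paraformaldehyde fixation | incubation = binding step 1.5 h, 37 °C, antibody labelling 20 min, ice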
# Dynein transport – dynein cargo transport inhibition | 3617.4 mouse cells, GR-EGFP nuclear translocation imaging; test concentration mostly 20 µM; stimulated with dexamethasone, 1 µM; hits give low values | z-score, hits read low | 220,000 tested, 0.47% active | AID 1381;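 active = plate z-score of nuclear minus cytoplasmic receptor signal below a set negative limit, without overly bright fluorescence or cell loss, cut at about -3.5 in these data, passing the limit was not always enough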;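 note: z-score of nuclear minus cytoplasmic ring GR-EGFP intensity difference per well; some compounds called inactive have numbers as strong as hits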
#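 Also added: dexamethasone, 1.0 µM final. Medium: tet-free, stripped-serum medium. Detection: fixed, Hoechst-stained cells imaged at 10x for EGFP. Read-out: nuclear-to-cytoplasmic GR-EGFP distribution per well. Times: induction 48 h, compound 1 h, agonist 30 min.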
# bCat nuc transl – alters nuclear translocation of beta-catenin in HeLa cells; immunofluorescence imaging; nuclear translocation activity, % at 5 µM; 190,000 tested, 0.3% active; AID 1665;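 active = nuclear translocation activity above 50% at 5 µM, with a well cell count of 50 or more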;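 note: per-cell ratio of nuclear to cytoplasmic median beta-catenin stain intensity; plate controls were DMSO negative control for no effect and GSK-3 inhibitor IX positive control for full effect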
#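 Technique: fluorescence imaging of beta-catenin antibody stain plus DAPI / Material: human HeLa cell line / Incubation: compound treatment 24 h, 37°C, 5% CO2 / Read-out basis: % activation of per-cell nuclear versus cytoplasmic median beta-catenin signal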
# M1AAP inhibition – P. falciparum M1AAP inhibitors, biochemical, fluorogenic H-Leu-NHMec substrate, 1536-well (AID 1445); 220,000 tested, 0.42% active; inhibition, % at 30 µM; hits with a dose series show IC50 in µM; recombinant M1AAP, H-Leu-NHMec fluorogenic kinetic assay; higher % means a stronger effect;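 active = primary inhibition above the hit cutoff, then over 50% inhibition at one or more dose response concentrations, cut at about 23% in these data, passing the limit was not always enough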;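 note: plate controls were DMSO full reaction for no effect and no enzyme background for full effect; strong numbers were not always called active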
# WT yeast gro inh mutant strain – second read-out of WT yeast gro inh, no call of its own (marks repeat the call); inhibition, %; mitochondrial fusion phenotypic screen, mutant strain inhibition
# Dynein transport cytoplasmic EGFP – recorded beside Dynein transport, whose call it bears; z-score; measured here: cytoplasmic GR-EGFP intensity; hits give high values
# Dynein transport nuclear GR-EGFP – further read-out of Dynein transport, marked with its call; z-score; measured here: nuclear GR-EGFP intensity;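 lower value marks the stronger effect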
# Dynein transport cell count – recorded beside Dynein transport, whose call it bears; z-score; measured here: cell count per field
# bCat nuc transl cell count 5 µM – also measured in bCat nuc transl; calls as there; cell count; measured here: cell count, cytotoxicity flag
# T cell HTS vesicle-bound % – further read-out of T cell HTS, marked with its call; double positive events, %; measured here: CD8+ vesicle-bound cell fraction;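 binding gate set so that unloaded-vesicle control wells show 10% double positive cells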
# MT stabilize HCS Hoechst-high % – also measured in MT stabilize HCS; calls as there; % Hoechst-high responders; measured here: nuclear condensation Hoechst responders;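 share of cells brighter than vehicle mean plus two SD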
# MT stabilize HCS cytotoxicity % – recorded beside MT stabilize HCS, whose call it bears; toxicity, %; measured here: cytotoxicity by cell density;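 0% = mean cell density of plate MIN control wells and 100% = no cells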
# Autophagy mod cell loss 18 h – also measured in Autophagy mod; calls as there; toxicity, %; measured here: cell loss, nuclei count;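 cell loss after 18 h compound exposure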
# Starred values were filed as active, the others as inactive; i = inactive; . = no result given.
# Values run as follows: WT yeast gro inh | bCat nuc transl | T cell HTS vesicle-bound % | Dynein transport cytoplasmic EGFP | Yfh1-depleted yeast | Autophagy mod | MT stabilize HCS Hoechst-high % | Dynein transport nuclear GR-EGFP | Autophagy mod cell loss 18 h | WT yeast gro inh mutant strain | T cell HTS | Dynein transport | M1AAP inhibition | bCat nuc transl cell count 5 µM | MT stabilize HCS cytotoxicity % | MT stabilize HCS | Dynein transport cell count | P. falciparum M17LAP
CCCCCC(=O)NNC1=NCC(Cc2cccc(Cl)c2)S1 (stereo unspecified)
    8.8 | -2.4 | 5.3 | 0.383 | i | i | 2.0 | 1.68 | 13.8 | 5.9 | i | 2.84 | 4.0% | 1130 | 5.4 | 2.7 | -0.903 | 0.0%
Nc1c(-c2ccc(Cl)cc2)cnn1-c1cccc([N+](=O)[O-])c1
    10.0 | . | 28.5 | -0.225 | i | i | 2.3 | -0.209 | -8.1 | -8.1 | i | 0.131 | -6.0% | . | 10.4 | 1.6 | -0.0923 | 7.9%
C/C(=N\NC(=O)C1CCCN(S(=O)(=O)c2ccccc2)C1)c1cccnc1 (stereo unspecified)
    -3.4 | 1.2 | 16.8 | -0.177 | i | i | 2.0 | -0.316 | 13.3 | -5.1 | i | -0.0533 | 8.2% | 1146 | 6.5 | 2.7 | 0.514 | -3.6%
O=C(/C=C/c1ccccn1)c1cc(Cl)cc(Cl)c1O
    . | 0.9 | 57.6 | 0.227 | i | . | . | -1.76 | . | . | i | -3.19 | 6.2% | 1283 | . | . | 0.237 | 5.7%
CCn1c(CSc2nnc3ccccn23)nc2cc(C(=O)O)ccc21
    -8.2 | -0.6 | 27.9 | -0.216 | i | i | 2.5 | -0.165 | 1.3 | -4.2 | i | -0.656 | 9.1% | 1163 | 6.3 | 2.1 | 0.588 | -6.8%
CCOc1cc(N2CCOCC2)c(OCC)cc1NC(=O)COC(=O)c1cc(C)oc1C
    -21.2 | -2.7 | 15.5 | -0.203 | i | i | 2.0 | 0.0726 | -4.7 | -12.5 | i | -0.178 | 10.2% | 1019 | 12.8 | 2.3 | -0.00289 | -4.6%
Cc1ccccc1-c1noc(CCC(=O)NCc2ccco2)n1
    . | 0.4 | 22.9 | -0.25 | i | . | . | -0.0318 | . | . | i | 0.153 | 9.6% | 1311 | . | . | -0.266 | 7.7%
CCOc1ccc(NC(=O)CC2C(=O)N(c3ccccc3)C(=O)N2Cc2ccco2)cc1 (stereo unspecified)
    4.1 | -2.3 | 18.6 | -0.25 | i | i | 2.5 | 0.409 | 24.4 | 11.7 | i | 0.0656 | 6.5% | 1075 | 3.0 | 6.5 | -0.372 | 11.4%
N=C1C(c2ccccc2)=C(O)CN1CCO
    -5.4 | -0.7 | 60.6 | -0.31 | i | i | 1.8 | 0.105 | 11.8 | 11.8 | i | -0.0929 | 0.0% | 1172 | 7.9 | 4.5 | 0.422 | 3.2%
Cc1ccc(C)c(C(=O)NC(C)CCc2ccccc2)c1 (stereo unspecified)
    3.4 | -0.9 | 6.7 | -0.24 | i | i | 1.8 | 0.145 | 13.3 | -7.1 | i | 1.05 | 1.8% | 1074 | 3.0 | 4.9 | 0.162 | 11.4%
CSc1nnc(-c2cccs2)n1-c1ccccc1
    -9.7 | -0.5 | 49.7 | -0.254 | i | i | 1.8 | -0.805 | -3.1 | -21.4 | i | -0.33 | 10.1% | 1047 | 3.6 | 2.4 | 0.951 | 16.4%
N#CCCN1CCN(C(=S)c2ccc(-c3cc(Cl)ccc3Cl)o2)CC1
    25.7 | 1.6 | 49.9 | -0.189 | . | i | 2.1 | -0.318 | 41.6 | 7.2 | i | -1.22 | 7.8% | 1292 | 1.4 | 3.4 | 1.27 | 1.9%
CCN(CC)C(=O)COc1ccc(N(C)S(=O)(=O)c2ccc(NC(C)=O)cc2)cc1
    . | -1.2 | 32.3 | -0.216 | i | . | . | 0.205 | . | . | i | 0.674 | 3.6% | 1406 | . | . | -0.733 | 0.1%
CCN(CC)C(=O)/C(=C/c1ccc(F)cc1)NC(C)=O
    -7.2 | 2.6 | 54.9 | -0.255 | i | i | 3.5 | -0.637 | -1.0 | -5.3 | i | -0.933 | 10.5% | 962 | 9.5 | 1.7 | 0.481 | 3.6%
CC(C)C(=O)NNC(=O)c1ccccn1
    -2.7 | -0.6 | 20.0 | -0.2 | i | i | 1.8 | 0.762 | 3.0 | -4.0 | i | 0.677 | -12.5% | 1091 | 4.0 | 2.7 | -1.1 | 7.2%
COc1ccc(-c2nc(SC)n(C(=O)c3ccco3)n2)cc1
    0.6 | . | 37.0 | -0.223 | i | i | 1.7 | -0.196 | 28.4 | 6.9 | i | -0.0122 | -0.9% | . | 2.4 | 2.0 | 0.619 | 5.2%
NNC(=O)CSc1cccc2cccnc12
    -6.5 | -0.9 | 2.0 | -0.31 | i | i | 2.5 | 0.773 | -17.5 | -10.1 | i | -0.233 | 6.8% | 523 | 3.8 | 3.3 | 0.559 | 7.6%
C[C@@H]1CC=C[C@H]2[C@H]1C(=O)N(Cc1ccccc1)[C@H]2c1ccc(-c2ccoc2)cc1F
    . | -1.0 | 42.7 | -0.601 | i | . | . | -0.018 | . | . | i | -0.406 | 2.9% | 1205 | . | . | -0.407 | 8.4%
CCOc1ccc(-c2nc[nH]c2[N+](=O)[O-])cc1
    -3.8 | -2.1 | 52.9 | -0.089 | i | i | 1.9 | -0.222 | -11.4 | -5.4 | i | -0.237 | 4.7% | 1026 | 11.0 | 1.8 | 0.64 | 2.0%
CCC(=O)Nc1ccc(C(=O)n2ccc(C)n2)cc1
    -3.8 | 5.9 | 34.3 | -0.232 | . | i | 1.8 | -0.304 | -0.8 | -8.7 | i | -0.266 | 8.3% | 730 | 5.7 | 1.8 | 0.781 | -0.2%
Cc1cc(C)n(-c2ccc(C(=O)Nc3nnc(C)s3)cc2)n1
    -12.1 | . | 5.8 | -0.112 | i | i | 1.2 | -0.344 | -6.9 | -11.8 | i | -1.09 | 8.6% | . | 5.5 | 1.3 | 1.15 | 6.2%
C/C(CC(=O)NC(C)(C)C)=N\NC(=O)COc1ccc(C)cc1Br
    -5.0 | 0.1 | 14.7 | -0.336 | i | i | 2.2 | -0.0232 | -9.4 | 12.0 | i | 0.037 | 7.0% | 1109 | 5.8 | 2.6 | -0.742 | 9.8%
CC(C)(C)NC(=O)NC(=O)COC(=O)C1(C)CC1(Cl)Cl (stereo unspecified)
    -7.5 | 1.1 | 39.8 | -0.346 | i | i | 1.6 | 0.292 | -17.8 | -10.9 | i | 0.526 | 2.3% | 1524 | 6.7 | 3.9 | 0.262 | -11.2%
COc1ccc(NC(=O)COC(=O)CC2CC3CCC2C3)c([N+](=O)[O-])c1 (stereo unspecified)
    12.1 | -1.0 | 30.3 | -0.231 | i | i | 1.8 | 0.472 | 22.9 | 3.8 | i | 0.647 | 4.6% | 1098 | 2.1 | 2.1 | -0.226 | 9.9%
CC/C(=N\NC(=O)c1ccc(Br)cc1)c1ccccc1
    11.7 | 0.4 | 38.8 | 0.315 | i | i | 1.0 | -0.304 | -8.5 | 6.6 | i | -1.14 | 6.5% | 1548 | 11.7 | 2.7 | 0.602 | 5.4%
O=C(Oc1ccccc1C(=O)N1CCOCC1)c1ccc(F)cc1
    . | -0.4 | 21.6 | -0.0759 | i | . | . | 0.161 | . | . | i | 0.291 | 5.4% | 1269 | . | . | -0.0416 | 5.5%
COc1ccc(CN2CC(C(=O)NCc3cccc(OC)c3)CC2=O)cc1 (stereo unspecified)
    -14.2 | -0.8 | 3.1 | -0.179 | i | i | 1.1 | -0.262 | 8.1 | -4.6 | i | -0.413 | 1.5% | 1346 | 2.3 | 2.7 | 0.647 | 11.3%
CCCCN1C(=O)C(=Nc2cccc3cnccc23)c2ccccc21
    6.5 | 1.0 | 7.3 | -0.271 | i | i | 1.4 | -0.0376 | -0.5 | -4.3 | i | -0.568 | 6.6% | 1036 | 4.9 | 10.1 | -0.257 | 4.4%
CCCCC(=O)NC(NC(=O)CCCC)c1ccc(OCC(C)C)c(OC)c1
    -23.5 | 2.3 | 30.7 | 0.0525 | i | i | 1.8 | -0.525 | -1.9 | -2.0 | i | -0.511 | 4.4% | 469 | 3.7 | 4.6 | -0.71 | -10.3%
CN(CCNS(=O)(=O)c1ccc2c(c1)oc(=O)n2C)Cc1ccccc1
    8.0 | 0.2 | 26.3 | -0.217 | i | i | 1.5 | 0.53 | -3.0 | 2.6 | i | 0.534 | 8.7% | 1036 | 4.4 | 3.7 | 0.127 | -5.3%
Cc1cc2cc(CNC(=O)NC3CCCCC3)ccc2[nH]1
    2.0 | . | 23.5 | -0.243 | i | i | 1.7 | 0.329 | -1.7 | 3.8 | i | 0.0092 | 1.0% | . | 6.7 | 2.8 | -0.0319 | 11.3%
O=C(NNc1nc2c(F)cc(F)cc2s1)c1ccccc1
    2.0 | -1.4 | 29.4 | -0.254 | i | i | 2.0 | 0.102 | 6.5 | 8.8 | i | -0.512 | 1.5% | 959 | 5.9 | 2.8 | 0.115 | -2.5%

# Single values from the results shown.
# M1AAP inhibition, NNC(=O)CSc1cccc2cccnc12 = 6.8%
# T cell HTS vesicle-bound %, O=C(/C=C/c1ccccn1)c1cc(Cl)cc(Cl)c1O = 57.6

# Compound activity (PubChem)
